esBAF inh: Bmi1 luciferase reporter increase in mESCs, primary screen, esBAF inhibitor project, mouse ES cells, Bmi1 luciferase knock-in, single point; 24 h; 100% = twice the neutral-well signal; reporter increase, % at 12.5 µM; actives 2% (n = 350,000); in the data active = activation above about 40%; inconclusive = no clear call, values can overlap the other calls;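 note: 0% = median of the plate's neutral control wells and 100% = double that signal; a rise in the Bmi1 reporter signal indicates esBAF inhibition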
Xi reactivation: activators of inactive X chromosome reactivation, primary screen, imaging, XiGFP fibroblasts, GFP high-content imaging, set 2; XiGFP mouse fibroblasts, % GFP-positive cells imaging, 3 d; cells co-treated with 5-aza-dC sensitizer; scaled so ellipticine positive control = 100%; activation, % at 7.58 µM; actives 0.055% (n = 360,000); AID 743238, 2013;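 active = mean normalized replicate activation at least 10% and every replicate at or above 10%; inconclusive = only one of the two criteria met; inactive = mean below 10% and not all replicates reach 10%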;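 note: 0% = median of on-plate neutral control wells and 100% = ellipticine 6 µM median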
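Material: XiGFP fibroblasts, SV40-immortalized. Buffer or medium: DMEM plus 5-aza-dC sensitizer. Compound: single concentration per compound, delivered by pin transfer. Times: 3 days compound exposure. Controls: ellipticine 6 µM.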
S100A4 MyoIIA: inhibitors of S100A4-myosin IIA peptide binding, primary screen, biochemical, fluorescence polarization, TAMRA-MyoIIA peptide. Protein S100-A4 (Homo sapiens), P26447. inhibition, % at 10.7 µM. actives 0.14% (n = 360,000). AID 652163, 2013;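 active = mean inhibition of at least 70% across replicates, with every replicate also reaching that level; inconclusive = mean inhibition reaches 70% but some replicates fall short; inactive = mean inhibition below 70%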
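Material: S100A4 monomer protein / Buffer or medium: 50 mM HEPES pH 7.2, 10 mM CaCl2, 100 mM KCl / Times: 5 min incubation before reading / Benchmarks: neutral control DMSO, positive control TFP / Reagent: labelled myosin peptide probe, 5 nM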
FN deposition inh: inhibitors of fibronectin matrix deposition, primary screen, AH1F cells, Alexa488-fibronectin fluorescence, plate reader | AH1F fibroblasts, overnight | AID 743247, 2014 | actives 0.086% (n = 350,000) | inhibition, % at 12.6 µM;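 active = mean inhibition across replicates of 30% or more, regardless of how many single replicates reach that level; inconclusive = mean under 30% yet at least half of replicates reach 30%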;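 note: positive control wells lacked labelled fibronectin entirely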
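material = AH1F fibroblast monolayer depositing Alexa488-labelled fibronectin into matrix | amount = 10000 AH1F cells/well | buffer or medium = DMEM plus 2% serum, read in PBS | incubation = 1 h cell adhesion before compound, then overnight fibronectin incubation | detection = fluorescence at 485 nm excitation, 525 nm emission | evaluation = percent inhibition as loss of matrix-bound fibronectin fluorescence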
E-selectin induc: E-selectin induction in HUVECs, primary screen, imaging, HUVEC, immunofluorescence imaging, single point | P16581 | normalized: neutral wells 0, TNF-alpha wells 100 | activation, % at 7.58 µM | actives 0.37% (n = 260,000) | AID 686992, 2013;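 active = mean E-selectin-positive cell signal at least 10% of the positive control, reached in at least 60% of replicates, without over 20% cell loss; inconclusive = no rule given, readout overlaps actives, possibly toxicity-flagged; inactive = the rest, including those meeting only one limit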;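 note: in these data hits start at about 27%; measured in HUVEC primary endothelial cells; signal is the percent of cells scored E-selectin positive by PE staining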
Target sequence (P16581 whole entry, looked up): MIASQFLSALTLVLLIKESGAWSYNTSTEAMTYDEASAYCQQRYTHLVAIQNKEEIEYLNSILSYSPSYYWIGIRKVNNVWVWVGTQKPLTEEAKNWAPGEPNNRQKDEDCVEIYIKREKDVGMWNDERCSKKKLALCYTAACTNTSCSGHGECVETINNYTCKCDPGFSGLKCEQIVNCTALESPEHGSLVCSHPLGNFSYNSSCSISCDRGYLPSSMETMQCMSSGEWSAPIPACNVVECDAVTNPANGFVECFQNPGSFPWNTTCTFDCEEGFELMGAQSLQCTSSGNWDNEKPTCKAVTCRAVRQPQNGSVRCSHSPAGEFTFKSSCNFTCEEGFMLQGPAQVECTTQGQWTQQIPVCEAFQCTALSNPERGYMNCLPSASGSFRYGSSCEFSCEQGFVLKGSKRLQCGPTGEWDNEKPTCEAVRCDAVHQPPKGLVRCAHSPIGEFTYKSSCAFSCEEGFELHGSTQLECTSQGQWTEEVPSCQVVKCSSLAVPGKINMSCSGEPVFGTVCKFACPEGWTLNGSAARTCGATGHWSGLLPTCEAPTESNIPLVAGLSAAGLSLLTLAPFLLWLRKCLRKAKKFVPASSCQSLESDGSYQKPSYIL
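Assay system: HUVEC, human umbilical vein endothelial cells / Amount: 3,000 HUVEC/well / Controls: TNF-alpha positive control, DMSO neutral control / Compound dosing: single concentration / Medium: EGM-2 over gelatin coat / Evaluation: percent E-selectin-positive cells / Signal: immunofluorescence imaging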
RAD52 inh: RAD52 DNA annealing inhibitors, primary screen, biochemical, FRET, single point, set 2; AID 651710, 2012; recombinant RAD52 DNA annealing, FRET fluorescence; inhibition, % at 18.7 µM; actives 0.46% (n = 360,000);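 active = every replicate showing at least 50% inhibition; inconclusive = mean inhibition at least 50% but not in every replicate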
Target sequence (P43351 whole entry, looked up): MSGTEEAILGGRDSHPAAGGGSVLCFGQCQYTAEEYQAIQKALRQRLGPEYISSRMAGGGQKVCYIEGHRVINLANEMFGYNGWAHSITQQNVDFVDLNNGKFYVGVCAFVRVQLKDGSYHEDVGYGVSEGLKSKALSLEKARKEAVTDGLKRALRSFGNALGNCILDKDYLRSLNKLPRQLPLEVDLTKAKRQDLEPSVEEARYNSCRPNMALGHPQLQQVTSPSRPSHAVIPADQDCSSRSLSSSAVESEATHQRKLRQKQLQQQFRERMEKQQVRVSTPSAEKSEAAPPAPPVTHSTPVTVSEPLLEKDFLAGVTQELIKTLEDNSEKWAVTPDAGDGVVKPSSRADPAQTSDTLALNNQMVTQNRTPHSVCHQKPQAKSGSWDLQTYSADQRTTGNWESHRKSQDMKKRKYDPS
EWS-Fli inh: EWS/Fli-driven NR0B1 reporter inhibitors, primary screen, A673 cells, NR0B1 luciferase, luminescence, MLPCN library. actives 0.67% (n = 350,000). viability-normalised. inhibition, % at 12.6 µM. AID 651661, 2012;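 active = mean inhibition of at least 50% after viability correction, with every replicate also passing that limit; inconclusive = mean reaches 50% but only one of two replicates passes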;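 note: firefly luciferase signal divided by Alamar Blue viability fluorescence both relative to DMSO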
RAD54 inh: inhibitors of human RAD54 branch migration, primary screen, biochemical, fluorescence, single point; DNA repair and recombination protein RAD54-like (Homo sapiens), Q92698; RAD54 Holliday junction branch migration, FAM/BHQ fluorescence; inhibition, % at 10.4 µM; actives 0.14% (n = 360,000);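 active = mean normalized replicate activity at least 40 and at least half of replicates scoring 40 or more; inconclusive = only one of the two criteria met; inactive = mean below 40 and under half of replicates reaching 40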;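 note: 0% = median of neutral control wells and 100% = median of positive control wells; inhibitors cause a drop in the FAM fluorescence signal; in these data hits start at about 50%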
An asterisk follows results filed as active; ? = inconclusive; . = no result given; & = joins results of further samples.

Values run as follows: esBAF inh	Xi reactivation	S100A4 MyoIIA	FN deposition inh	E-selectin induc	RAD52 inh	EWS-Fli inh	RAD54 inh
COc1ccc(OC)c(NC(=O)CSc2nc3c(c(=O)n(C)c(=O)n3C)n2C)c1
    6	.	2	.	.	12	6	-3
O=C(NC1CCCc2c1cnn2-c1cc(F)cc(F)c1)c1ccccn1 (stereo unspecified)
    6	0.0	-4	.	0.1	-4	.	-6
CCOC(=O)N1CCN(S(=O)(=O)c2ccc(C)cc2)CC1
    -5	0.0	0	6	.	-2	-11	-14
S=c1[nH]nc(-c2ccc3ccccc3n2)n1-c1ccc2c(c1)OCCO2
    .	0.2	-8	-10	.	-13	3	.
CCOC(=O)C1CCN(C(=O)c2ccc3c(SCC(=O)O)c4c(nc3c2)CCCC4)CC1
    .	0.1	-3	-4	.	-23	-2	.
CC(C)NC(=O)Nc1ccc2c(c1)C(=O)N([C@H](C)CO)C[C@@H](C)[C@H](CN(C)C(=O)Nc1cccc3ccccc13)OCCCC[C@H](C)O2
    .	0.1	2	.	-0.1	22	15	.
COc1ccc(CN2CCC[C@]3(N[C@H](c4ccccc4)[C@@H]4C(=O)N(Cc5ccccc5)C(=O)[C@@H]43)C2=O)cc1
    4	0.1	0	1	-0.5	-12	-3	0
CCC(C(=O)OC)(C(=O)OC)c1ccc([N+](=O)[O-])cc1
    -1	-0.1	4	-1	2.9	-10	-6	6
CCNc1ccc(C(=O)NN=C2CCCC2)cc1[N+](=O)[O-]
    .	0.0	-1	2	.	-8	-7	.
CC1CCCCC1NC(=O)CN1C(=O)COc2ccccc21 (stereo unspecified)
    .	0.3	0	.	-0.3	-13	4	-12
COC(=O)Nc1nc2c(C)cccc2s1
    17	.	-7	.	.	-1	-7	5
C[C@H]1CN([C@@H](C)CO)C(=O)Cc2cc(NC(=O)CCN3CCOCC3)ccc2O[C@@H]1CN(C)Cc1ccc2c(c1)OCO2
    -2	0.1	-2	.	.	2	4	3
C[C@@H]1CN([C@H](C)CO)C(=O)Cc2cc(NC(=O)CCCCCC(=O)Nc3ccccc3N)ccc2O[C@H]1CN(C)S(=O)(=O)c1ccc(F)cc1
    3	-0.1	6	.	-0.1	-16	-11	1
CO[C@@H]1CN(C)C(=O)c2cc(NS(C)(=O)=O)ccc2OC[C@@H](C)N(C(=O)c2ccc3c(c2)OCO3)C[C@H]1C
    1	0.1	6	-1	-0.1	-14	1	2
CCNC(=O)C[C@H]1CC[C@@H]2[C@@H](COc3ccc(NS(=O)(=O)c4ccccc4C)cc3C(=O)N2C)O1
    -5	0.2	29	-15	0.1	0	-2	5
Cc1cc(C(=O)N2CCCC(C)(C(=O)NS(=O)(=O)C3CC3)C2)nn1C(C)(C)C (stereo unspecified)
    -1	0.2	-9	4	-0.1	-10	13	-17
COc1ccc(S(=O)(=O)N(C)C[C@H]2OCCCC[C@@H](C)Oc3ccc(NC(=O)Nc4ccccc4)cc3C(=O)N([C@@H](C)CO)C[C@H]2C)cc1
    0	0.0	.	8	-0.2	.	12	-13
COc1cc(/C=C/C(=O)OCC(=O)N2CCc3ccccc32)cc(OC)c1OC
    11	0.0	-5	2	.	-15	-10	8
COc1cccc(NC(=O)COC(=O)c2nc(Cl)ccc2Cl)c1
    .	-0.1	-3	-1	0.1	-26	2	.
CCO[C@@H]1OC(C(=O)N2CCN(Cc3ccccc3)CC2)=C[C@H](c2csc3ccccc23)[C@H]1CCCO
    -2	0.0	2&15	6	-0.3	-20&-22	-5&-1	-2
Cc1nc(SCc2ccccc2)c2oc3ccccc3c2n1
    3	0.0	-7	1	1.5	-3	1	-15
CO[C@H]1CN(C)C(=O)c2ccc(NC(=O)Cc3ccccc3)cc2OC[C@@H](C)N(C)C[C@H]1C
    -3	?	3	13	0.0	-4	-6	6
CCOC(=O)C1CCCN(C(=O)c2ccc3c(c2)C(C)(C)CCC3(C)C)CC1 (stereo unspecified)
    3	0.0	-1	-2	0.2	-61	1	-3
Cc1noc(C)c1NC(=O)Nc1ccc2c(c1)C(=O)N([C@@H](C)CO)C[C@H](C)[C@@H](CN(C)C(=O)Nc1cccc3ccccc13)O2
    .	0.8	7	2	0.0	4	.	.
c1ccc2c(c1)cnc1ccccc12
    5	0.0&0.0	-1&0	-10&2	-1.6&-0.1	3&-12	-8&-28	-1
Cc1ccc(S(=O)(=O)N[C@@H]2C=C[C@H](CC(=O)NCc3ccncn3)O[C@H]2CO)cc1
    7	-0.1	5	.	0.5	-18	1	5
Cc1ccc(Cl)cc1NC(=S)NN
    .	0.0	1	-6	.	-26	-2	-3
Cc1ccsc1CNS(=O)(=O)c1ccc(F)cc1
    10	0.3	-10	4	.	-5	.	-11
O=C(NCc1ccc(F)cc1)C(c1ccco1)N(C(=O)c1csnn1)c1ccccc1 (stereo unspecified)
    1	0.1	-6	-1	0.0	-13	-5	-1
CCOC(=O)c1sc(NC(=O)CCN2CCCCCC2)c(C(=O)OCC)c1C
    8	0.0	-3	.	.	-17	8	-3
CCOc1ccc(OCCCC(=O)N2CCN(S(=O)(=O)c3ccccc3C#N)CC2)cc1
    6	0.0	1	7	-0.1	-14	5	5
CO[C@H]1CN(C)C(=O)c2ccc(NC(=O)c3ccno3)cc2OC[C@@H](C)NC[C@@H]1C
    -4	0.1	.	-3	0.1	.	-3	.
S=C(NCC1CCCO1)Nc1ccc(Cl)c(Cl)c1 (stereo unspecified)
    .	0.1	-3	-1	.	-12	-12	9
CC(=O)OCC(=O)Nc1ccccc1C
    -7	0.0	-2	5	.	2	13	6
CCS(=O)(=O)NCC[C@H]1CC[C@@H](NC(=O)Nc2cc(Cl)cc(Cl)c2)[C@@H](CO)O1
    -6	0.3	-6	-5	-0.3	-2	-3	-8
C[C@@H]1CN([C@H](C)CO)C(=O)CCCn2nncc2CO[C@@H]1CN(C)Cc1ccc2cccnc2c1
    -3	0.1	.	8	-0.1	.	-6	.
COc1ccc(N2CCN(C(=O)c3cccc(S(=O)(=O)N4CCCc5ccccc54)c3)CC2)cc1
    8	0.1	-5	0	-0.8	-5	13	2
OC(CN1CCOCC1)C12CC3CC(CC(C3)C1)C2 (stereo unspecified)
    -7	.	0	.	.	-10	2	-7
C[C@@H]1CCCCO[C@@H](CN(C)S(C)(=O)=O)[C@@H](C)CN([C@@H](C)CO)C(=O)c2cc(NC(=O)C3CCCCC3)ccc2O1
    2	-0.8	-27	.	0.4	2	-1	-1
Cc1ccc(C(=O)N/C(=C\c2ccco2)C(=O)NCCCN2CCOCC2)cc1C
    -4	0.0	10	-2	0.4	-9	3	11
C[C@@H]1CCCCO[C@H](CN(C)S(C)(=O)=O)[C@H](C)CN([C@@H](C)CO)C(=O)c2cc(NS(=O)(=O)c3cn(C)cn3)ccc2O1
    -6	0.0	-2	.	0.0	8	-10	-5
COc1ccc(C(C(=O)NC2CCCC2)N(C(=O)c2ccoc2C)c2ccc(C)c(C)c2)cc1 (stereo unspecified)
    1	0.1	-15	.	.	-14	0	-5
COc1ccc(-n2nc(C)c3sc(C)nc3c2=O)cc1
    4	0.2	0	-2	.	-7	-17	.
O=C(C1CCOCC1)N1C[C@H]2[C@@H](c3ccccc31)[C@H](CO)N2C(=O)Nc1ccccc1F
    -3	-0.1	6	2	-0.1	-3	-1	9
O=C(NCc1ccccc1)C(c1ccco1)N(C(=O)c1ccccn1)c1ccc(F)cc1 (stereo unspecified)
    2	0.0	-1	-2	.	-29	-6	.
O=[N+]([O-])c1ccccc1CN1CCN(Cc2ccc3ccccc3c2)CC1
    -7	0.1	0	-5	.	2	10	-1
O=S(=O)(c1cnc(Cl)c(Br)c1)N1CCN(c2ncccn2)CC1
    -1	-0.1	-3	-5	-1.1	-13	-2	4
COc1ccc(S(=O)(=O)Nc2ccc3c(c2)C(=O)N([C@H](C)CO)C[C@H](C)[C@@H](CN(C)Cc2ccncc2)OCCCC[C@H](C)O3)cc1
    6	-0.2	3	.	0.1	-4	-2	1
COc1cccc(CN(C)CC2CCCN(CCc3ccccc3C)C2)c1 (stereo unspecified)
    2	0.1	-8	5	.	-9	5	-1
O=C(NC(=S)NCc1ccc(Cl)cc1)c1ccco1
    1	0.1	-2	4	0.0	-7	3	3

(listing goes on)
Values run as follows: esBAF inh	Xi reactivation	S100A4 MyoIIA	FN deposition inh	E-selectin induc	RAD52 inh	EWS-Fli inh	RAD54 inh
Nc1ncnc2c1ncn2[C@@H]1O[C@H](C(=O)NCCc2ccc(F)cc2)[C@@H](O)[C@H]1O
    0	0.0	-5	-6	.	-5	8	-9
CCN1CCN(C(=O)/C=C/c2c(F)cccc2Cl)CC1
    .	-0.1	1	8	-2.2	-7	-6	.
Cc1ccc(-c2c(C(=O)NNC(=S)NCC3CCCO3)csc2C)cc1 (stereo unspecified)
    8	0.0	-1	-7	5.7	-15	12	.
CN1C(=O)c2cc(NC(=O)Cc3cccs3)ccc2OC[C@@H]2O[C@@H](CC(=O)NCC3CCCCC3)CC[C@H]21
    -4	0.0	-2	5	0.0	-4	11	8
CCOc1ccc(NC(=O)CSc2nnc(Cn3c(=O)sc4ccccc43)n2C)cc1
    1	0.1	-1	3	0.2	-12	2	-2
CN(C)CC#CCC(O)(c1ccccc1)C1CCCCC1 (stereo unspecified)
    -5	0.0	0	1	.	-8	4	12
C[C@@H](Oc1ccccc1)c1nnn(Cc2ccccc2)c1-c1c([C@@H](C)Oc2ccccc2)nnn1Cc1ccccc1
    .	0.0	12	-12	.	1	-9	.
Cc1ccc(C(=O)NNC(=O)CCOc2cccc(C)c2)cc1
    -4	-0.1	1	3	.	3	-12	5
Cc1noc(C)c1S(=O)(=O)NC(=O)C1(C)CCN1C(=O)C1(c2ccc(Cl)cc2)CC1 (stereo unspecified)
    8	0.0	27	2	-0.2	-11	-5	5

Entries of single compounds, looked up by structure:
`Nc1ncnc2c1ncn2[C@@H]1O[C@H](C(=O)NCCc2ccc(F)cc2)[C@@H](O)[C@H]1O` is listed as esBAF inh = 0; Xi reactivation = 0.0; S100A4 MyoIIA = -5; FN deposition inh = -6; E-selectin induc = .; RAD52 inh = -5; EWS-Fli inh = 8; RAD54 inh = -9
`CCN1CCN(C(=O)/C=C/c2c(F)cccc2Cl)CC1` is listed as esBAF inh = .; Xi reactivation = -0.1; S100A4 MyoIIA = 1; FN deposition inh = 8; E-selectin induc = -2.2; RAD52 inh = -7; EWS-Fli inh = -6; RAD54 inh = .
